HIF-2a inh = HIF-2a inhibition; 786-0 RCC cells HIF-2a reporter, luciferase luminescence, overnight; inhibition, % at 18.8 µM; AID 624352; 0.72% of 360,000 active;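 active means inhibition of the luminescence signal of 40% or more relative to plate controls, in a single-dose primary screen at 18.75 µM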
CaV13 FRET inh = Disruptors of the CACNA1D IQ motif to Ca2+-dependent inactivation inhibitor domain association, primary screening, Förster resonance energy transfer in intact living …; HEK cells, CFP/YFP FRET ICDI-IQ, plate reader, 10 min; percent FRET-ratio fall versus neutral wells; inhibition, % at 12.3 µM; 0.098% of 340,000 active; AID 743397;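 active means mean replicate inhibition of at least 30% and at least 1% of replicates passing that level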;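 further: 0% = median of the neutral control wells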
NR2E3 ag-1 = agonists of human NR2E3 nuclear receptor. AID 602229. Q9Y5X4. CHO-S Gal4-NCOR/VP16-NR2E3 two-hybrid, luciferase. 0.35% of 360,000 active. inhibition of corepressor binding, % at 3.98 µM;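 active means inhibition above the mean of all tested compounds plus 3 SD, cut at about 70% in these data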;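 further: 0% = DMSO with NR2E3 transfected cells and 100% = cells lacking NR2E3 construct; higher means lower luciferase signal from less NR2E3 corepressor binding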
Target sequence (Q9Y5X4 whole entry, looked up, the tested form may be a part): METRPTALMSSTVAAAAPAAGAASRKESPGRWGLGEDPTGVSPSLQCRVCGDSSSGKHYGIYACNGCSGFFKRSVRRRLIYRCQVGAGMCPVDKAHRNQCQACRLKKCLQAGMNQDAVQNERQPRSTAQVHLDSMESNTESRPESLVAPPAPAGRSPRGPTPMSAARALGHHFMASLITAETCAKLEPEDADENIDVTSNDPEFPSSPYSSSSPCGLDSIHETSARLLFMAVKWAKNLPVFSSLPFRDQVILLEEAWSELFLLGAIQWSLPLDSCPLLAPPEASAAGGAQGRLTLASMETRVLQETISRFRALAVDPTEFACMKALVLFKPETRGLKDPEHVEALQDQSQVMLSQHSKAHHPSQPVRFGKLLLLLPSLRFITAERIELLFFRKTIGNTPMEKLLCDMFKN
MITF TRPM1 inh = inhibitors of MITF-driven TRPM1 promoter in melanoma cells | SK-MEL-5 TRPM1 promoter luciferase, 24 h | inhibition, % at 12.5 µM | 0.83% of 330,000 active | AID 488899;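 active means mean inhibition across replicates of 60% or more, whatever share of single replicates reaches that level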; further: values of inactives mirror those of a sister screen read the other way
NR2E3 ag-2 = activates human photoreceptor nuclear receptor NR2E3. 0.12% of 320,000 active. Q9Y5X4. AID 2300. GST-NR2E3/biotin-RetCOR TR-FRET, 1536-well. inhibition of corepressor binding, % at 4.78 µM;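 active means percent inhibition above the cutoff of mean plus 3 SD of all tested compounds, set per screening campaign, cut at about 20% in these data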;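 further: 0% = DMSO wells and 100% = biotin wells as full block of FRET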
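Material: NR2E3–RetCOR corepressor complex | Quantity: 1.35 nM GST-tagged NR2E3 final | Schedule: 5 h at 4 °C | Replication: Singlicate compound wells | Reagent: RetCOR corepressor, biotinylated, 7 nM | Controls: Biotin wells as high control, 0.6% DMSO wells as low control | Signal: TR-FRET, Eu(K)-anti-GST donor, streptavidin-D2 acceptor, ex 340, em 617/671 nm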
An asterisk follows results filed as active; . = not tested or not shown; & = joins results of further samples.

| HIF-2a inh | CaV13 FRET inh | NR2E3 ag-1 | MITF TRPM1 inh | NR2E3 ag-2 | Molecule |
| --- | --- | --- | --- | --- | --- |
| 4 | . | -3 | . | . | CN1CCN(c2cccc3c2S(=O)(=O)N[C@@H](Cc2ccccc2)CO3)CC1 |
| 4 | . | 93* | . | . | Nc1nc2ccc(Cl)cc2cc1C(=O)NCCc1c[nH]c2ccccc12 |
| . | -15 | . | 3 | 1 | CC1=NN(c2ccccc2)C(=O)/C1=C/c1ccc(-c2ccc(C)c(C(=O)O)c2)o1 |
| . | -20 | . | -6 | -3 | Cc1cc(-n2c(C)c3c(C)nnc(C)c3c2C)ccc1N |
| 2 | -17 | . | . | . | Cc1[nH]c2ccccc2c1C(=O)c1cc([C@H](NC(=O)OC(C)(C)C)C(C)C)sc1N |
| -1 | -4 | . | . | . | COC(=O)C[C@H]1CC[C@@H](NS(=O)(=O)c2ccccc2)[C@@H](CO)O1 |
| -2 | -10 | . | . | . | CCCCNC(=O)C1C(c2ccc(C(F)(F)F)cc2)=Nc2ccccc2N1C(=O)c1cccc(C(F)(F)F)c1 (stereo unspecified) |
| -95 | -8 | . | . | . | COc1ccc(NC(=O)C(c2ccncc2)n2c(=O)c(-c3cc4ccccc4[nH]3)nc3ccccc32)cc1 (stereo unspecified) |
| -120 | -10 | . | . | . | O=C(NCc1ccccc1)c1nc(-c2c(F)cccc2F)oc1-c1ccccc1 |
| 7 | -6 | . | . | . | COc1ccc(CN2C(=O)CSCC2(C)C(=O)NCc2ccccc2)cc1 (stereo unspecified) |
| 4 | -4 | . | . | . | CCCc1c(-c2ccc(F)cc2F)ncn1Cc1cccc(-c2ccccc2)c1 |
| -41 | -4 | . | . | . | Cc1cccc(C)c1NC(=O)C1C(c2ccc3c(c2)OCO3)=Nc2ccccc2N1C(=O)c1cccc(C(F)(F)F)c1 (stereo unspecified) |
| 15 | -11 | . | . | . | Cc1ccccc1S(=O)(=O)N1C(c2ccc(Cl)c(Cl)c2)CC=C(C(=O)O)C1c1cccc(Br)c1 (stereo unspecified) |
| 13 | -3 | . | . | . | COCCN1C(=O)CSCC1(C)C(=O)Nc1ccc2c(c1)OCCO2 (stereo unspecified) |
| -9 | -7 | . | . | . | Nc1nc2ncccn2c1-c1ccc(F)cc1 |
| -4 | -7 | . | . | . | COC(=O)[C@@]12C[C@@H](CC(=O)N3CCOCC3)C(=O)N(Cc3ccc4c(c3)OCO4)C1=CCC(C)(C)C2 |
| -13 | -9 | . | . | . | COc1ccc(N2C(=O)c3ccccc3NC(=O)C2C(=O)Nc2ccc(N3CCOCC3)cc2)cc1 (stereo unspecified) |
| -22 | -11 | . | . | . | COC(=O)/C=C1\OC(c2ccccc2)c2ccccc21 (stereo unspecified) |
| -10&-9 | -7&-7 | . | . | . | O=C(C(=O)N1CCC(Cc2ccccc2)CC1)c1ccccc1 |
| -119 | -4 | . | . | . | O=C(NC1CCCC1)C1C(c2ccc(C(F)(F)F)cc2)=Nc2ccccc2N1C(=O)c1ccccc1 (stereo unspecified) |
| 9 | -10 | . | . | . | COc1cc(CC(=O)N2c3ccccc3N=C(c3ccccc3)C2C(=O)NCc2ccccc2)cc(OC)c1 (stereo unspecified) |
| 4 | -4 | . | . | . | CCCCCCCCN1C(=O)[C@H](CC(=O)N2CCSCC2)C[C@@]2(C(=O)OC)CC(C)(C)CC=C12 |
| 5 | -13 | . | . | . | CC(=O)C[C@@H]1OC[C@H](CO)N1S(=O)(=O)c1ccc(C)cc1 |
| -20 | -6 | . | . | . | CCc1c(-c2cccc(OC)c2)ncn1Cc1cccc(-c2ccccc2)c1 |
| 5 | -17 | . | . | . | Cc1[nH]c2ccccc2c1C(=O)c1cc(Cc2ccccc2)sc1N |
| -10 | -10 | . | . | . | COC(=O)C(C(=O)OC)c1cc2c(cc1CNS(=O)(=O)c1ccc(C)cc1)OCO2 |
| 7 | -11 | . | . | . | COC(=O)C1(C(=O)OC)C[C@H](c2cccs2)N(Cc2ccccc2OC)[C@@H]1c1ccc(F)cc1 |
| 2 | -7 | . | . | . | COC(=O)C[C@@H]1CC[C@H](NC(=O)c2ccc3c(c2)OCO3)[C@@H](CO)O1 |
| 9 | -6 | . | . | . | Cc1ccc(S(=O)(=O)N2C3CC(c4ccccc4)N(S(=O)(=O)c4cccc(Cl)c4)CC3C(=O)C[C@H]2c2ccccc2)cc1 (stereo partly specified) |
| 2 | -6 | . | . | . | CCOC1=C2CN(S(=O)(=O)c3ccc(C)cc3)C(c3ccccc3)CC2N(S(=O)(=O)c2ccc(C)cc2)C(c2ccc(Br)cc2)C1 (stereo unspecified) |
| 20 | -16 | . | . | . | Cc1cc2c(cc1C)-c1nnnn1C(N1CCC(Cc3ccccc3)CC1)C(=O)N2 (stereo unspecified) |
| -8 | -4 | . | . | . | CCC(C(=O)NCc1ccccc1)n1c(-c2ccc3c(c2)CCO3)nc2ccccc21 (stereo unspecified) |
| -33 | -14 | . | . | . | O=c1c(-c2cc3ccccc3[nH]2)nc2ccccc2n1C(CCc1ccccc1)c1nc2ccccc2[nH]1 (stereo unspecified) |
| 1 | -6 | . | . | . | O=C(NC1CCCCC1)C(c1ccc(C(F)(F)F)cc1)n1c(=O)c(-c2ccco2)nc2ccccc21 (stereo unspecified) |
| 4 | -5 | . | . | . | COC(=O)C[C@@H]1CC[C@@H](NS(=O)(=O)c2ccc(OC)cc2)[C@@H](CO)O1 |
| 6 | -6 | . | . | . | O=C(C[C@H]1CC[C@@H]2[C@H](COC[C@H](O)CN2Cc2cccc(C(F)(F)F)c2)O1)NCCc1ccccc1 |

Quoted from the listing:
COC(=O)C1(C(=O)OC)C[C@H](c2cccs2)N(Cc2ccccc2OC)[C@@H]1c1ccc(F)cc1 in CaV13 FRET inh is listed with -11
COC(=O)C(C(=O)OC)c1cc2c(cc1CNS(=O)(=O)c1ccc(C)cc1)OCO2 in CaV13 FRET inh is listed with -10

NR2E3 ag-1: entries above that show a hit.
| HIF-2a inh | CaV13 FRET inh | NR2E3 ag-1 | MITF TRPM1 inh | NR2E3 ag-2 | Molecule |
| --- | --- | --- | --- | --- | --- |
| 4 | . | 93* | . | . | Nc1nc2ccc(Cl)cc2cc1C(=O)NCCc1c[nH]c2ccccc12 |

Going on with the list.
| HIF-2a inh | CaV13 FRET inh | NR2E3 ag-1 | MITF TRPM1 inh | NR2E3 ag-2 | Molecule |
| --- | --- | --- | --- | --- | --- |
| 28 | -9 | . | . | . | CC(C)(C)NC(=O)C1C(c2ccc(C(F)(F)F)cc2)=Nc2ccccc2N1C(=O)c1cccc2ccccc12 (stereo unspecified) |
| 43* | -5 | . | . | . | COc1ccc(C(C(=O)NC2CCCC2)n2c(CSCCOc3ccccc3)nc3ccccc32)cc1 (stereo unspecified) |
| 2 | -13 | . | . | . | COC(=O)[C@@]12C[C@@H](CC(=O)N3CCC(c4ccccc4)CC3)C(=O)N(Cc3ccc4c(c3)OCO4)C1=CCC(C)(C)C2 |
| 9 | -7 | . | . | . | CC(C)[C@H](NC(=O)OC(C)(C)C)c1cc(C(=O)NCCc2c[nH]c3ccccc23)c(N)s1 |
| -17 | -11 | . | . | . | O=C(NCc1ccccc1)C(c1ccccc1)n1c(-c2ccccn2)nc2ccccc21 (stereo unspecified) |
| -8 | -16 | . | . | . | COc1cccc(C(C(=O)NCc2ccccc2)N2CCN(C(=O)C3CCCO3)CC2)c1OC (stereo unspecified) |
| -82 | -4 | . | . | . | COc1ccc(NC(=O)C2C(c3ccc4c(c3)OCO4)=Nc3ccccc3N2C(=O)c2cccc(C(F)(F)F)c2)cc1 (stereo unspecified) |
| -2 | -4 | . | . | . | Cc1cccc(C)c1NC(=O)C(CCc1ccccc1)N1CCC(c2ccccc2)CC1 (stereo unspecified) |
| 2 | -7 | . | . | . | O=C(C[C@@H]1CC[C@@H]2[C@H](COC[C@H](O)CN2Cc2cccc(C(F)(F)F)c2)O1)NCc1ccc(Cl)cc1 |
| -4 | -17 | . | . | . | Cc1cc(C)c2cc(C#N)c(NCCNC(=O)c3ccccn3)nc2c1 |
| 5 | -5&-10 | . | . | . | COC(=O)C(C(=O)OC)c1ccccc1NS(=O)(=O)c1c(C)cc(C)cc1C |
| 15 | -16 | . | . | . | CCCCCCCCN1C(=O)[C@H](CC(=O)NCc2cccc3ccccc23)C[C@@]2(C(=O)OC)CC(C)(C)CC=C12 |
| 7 | -9 | . | . | . | O=C(Nc1ccc(F)cc1)C(c1ccnc2ccccc12)N1CCN(c2cccc(C(F)(F)F)n2)CC1 (stereo unspecified) |
| 3 | -4 | . | . | . | CCCCCNC(=O)C1C(=O)Nc2ccccc2C(=O)N1c1c(C)cccc1C (stereo unspecified) |
| -8 | -8 | . | . | . | CCCCCNC(=O)c1nc(-c2c(F)cccc2F)oc1-c1ccccc1 |
| -34 | -6 | . | . | . | COc1ccc(C(C(=O)c2ccccc2)c2ccccc2)cc1 (stereo unspecified) |
| 11 | -13 | . | . | . | CCOC(=O)CC1(C)N(S(=O)(=O)c2ccc(C)cc2)c2ccccc2N1S(=O)(=O)c1ccc(C)cc1 |
| -6 | -17 | . | . | . | CCOC(=O)[C@]12CCCC=C1N(Cc1ccccc1)C(=O)[C@H](CC(=O)N1CCC(c3ccccc3)CC1)C2 |
| -25 | -4 | . | . | . | O=c1c(-c2ccco2)nc2ccccc2n1C(c1ccccn1)c1nc2ccccc2[nH]1 (stereo unspecified) |
| -32 | -9 | . | . | . | CC(=O)N1c2ccccc2N=C(c2ccc(C(F)(F)F)cc2)C1C(=O)NC(C)C (stereo unspecified) |
| -59 | 1 | . | . | . | COc1cc(C(=O)C(=O)N2CCN(c3ccccc3)CC2)cc2ccccc12 |
| 13 | -10 | . | . | . | Cc1cccc(C)c1N1C(=O)c2ccccc2NC(=O)C1C(=O)Nc1ccc(N2CCOCC2)cc1 (stereo unspecified) |
| -9 | -8 | . | . | . | O=C(NC1CCCC1)C(c1ccc(F)cc1)N1CCC(O)(c2ccc(Cl)cc2)CC1 (stereo unspecified) |
| -14 | -5 | . | . | . | COc1ccc(C2=Nc3ccccc3N(C(=O)c3ccc(C)cc3)C2C(=O)NCc2ccccc2)cc1 (stereo unspecified) |

Overlap with the part before: 4 entries, then new ones.
| HIF-2a inh | CaV13 FRET inh | NR2E3 ag-1 | MITF TRPM1 inh | NR2E3 ag-2 | Molecule |
| --- | --- | --- | --- | --- | --- |
| -59 | 1 | . | . | . | COc1cc(C(=O)C(=O)N2CCN(c3ccccc3)CC2)cc2ccccc12 |
| 13 | -10 | . | . | . | Cc1cccc(C)c1N1C(=O)c2ccccc2NC(=O)C1C(=O)Nc1ccc(N2CCOCC2)cc1 (stereo unspecified) |
| -9 | -8 | . | . | . | O=C(NC1CCCC1)C(c1ccc(F)cc1)N1CCC(O)(c2ccc(Cl)cc2)CC1 (stereo unspecified) |
| -14 | -5 | . | . | . | COc1ccc(C2=Nc3ccccc3N(C(=O)c3ccc(C)cc3)C2C(=O)NCc2ccccc2)cc1 (stereo unspecified) |
| 19 | -6 | . | . | . | CC(C)(C)NC(=O)C(c1ccccc1)n1c(=O)c(-c2ccco2)nc2ccccc21 (stereo unspecified) |
| 12 | -4 | . | . | . | COC(=O)C[C@H]1C=C[C@H](NC(=O)Nc2ccccc2F)[C@@H](CO)O1 |
| 0 | -8 | . | . | . | O=C(NC1CCCCC1)C(C1CC1)n1c(=O)c(-c2cc3ccccc3[nH]2)nc2ccccc21 (stereo unspecified) |
| -6 | -3 | . | . | . | CN(Cc1ccc(Cl)c(Cl)c1)C(C(=O)NCc1ccccc1)c1ccco1 (stereo unspecified) |
| 0 | -8 | . | . | . | COC(=O)[C@@]12C[C@@H](CC(=O)N3CCCCC3)C(=O)N(CCc3ccc(OC)c(OC)c3)C1=CCC(C)(C)C2 |
| -156 | -6 | . | . | . | FC(F)(F)c1cccc(-c2nc3ccccc3n2C(c2ccccc2)c2nc3ccccc3[nH]2)c1 (stereo unspecified) |
| 14 | -15 | . | . | . | COC(=O)[C@@]12C[C@@H](CC(=O)N3CCN(C(=O)c4ccco4)CC3)C(=O)N(Cc3ccc4c(c3)OCO4)C1=CCC(C)(C)C2 |
| -1 | -5 | . | . | . | COc1ccc(CNC(=O)C[C@@H]2C=C[C@@H](NS(=O)(=O)c3cccc(OC)c3)[C@@H](CO)O2)cc1 |
| 11 | -10 | . | . | . | CCCCCNC(=O)C1C(=O)Nc2ccccc2C(=O)N1C(C)(C)C (stereo unspecified) |

High-throughput results: PubChem, several laboratories

Not all compounds are listed; count on the stated rates, not on these rows.
